# D1 potentiator: human D1 dopamine receptor positive modulation | P21728 | HEK293 TREx D1 cells, calcium flux, dopamine EC20 potentiation | potentiation, % at 10 µM | 360,000 tested, 0.036% active; in the data active = potentiation above about 30%; note: 0% is about no effect
# D2 potentiator: positively modulates the human D2 dopamine receptor allosterically; P14416; HEK293 T-REx D2, calcium flux, EC20 dopamine potentiation; potentiation, % at 10 µM; 340,000 tested, 0.34% active; AID 485347;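 active = potentiation over 3 SD above the plate norm, cut at about 30% in these data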; note: 0% is about no effect
# Target sequence (P14416 whole entry, looked up): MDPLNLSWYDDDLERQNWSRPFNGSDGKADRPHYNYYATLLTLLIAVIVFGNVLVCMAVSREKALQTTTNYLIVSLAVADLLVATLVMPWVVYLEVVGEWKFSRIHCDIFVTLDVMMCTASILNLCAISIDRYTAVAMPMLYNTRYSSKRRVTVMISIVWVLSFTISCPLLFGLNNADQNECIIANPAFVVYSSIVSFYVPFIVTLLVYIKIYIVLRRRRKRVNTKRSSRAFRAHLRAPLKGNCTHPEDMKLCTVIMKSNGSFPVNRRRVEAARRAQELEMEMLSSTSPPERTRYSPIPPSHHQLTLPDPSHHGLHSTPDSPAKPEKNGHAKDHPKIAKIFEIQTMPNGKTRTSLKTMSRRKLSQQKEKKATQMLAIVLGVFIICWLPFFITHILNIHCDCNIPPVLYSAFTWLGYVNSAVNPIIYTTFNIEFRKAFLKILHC
#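 Cells plated with tetracycline inducer and held overnight at 30 C; calcium dye loaded 30–90 min at room temperature; baseline taken, compound added and read 180 s; EC20 dopamine then added and read 180 s.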
# D2 ag: D2 dopamine receptor (human) agonism. P14416. HEK293 T-REx D2 cells, calcium flux agonist mode. activation, % at 2 µM. 340,000 tested, 0.53% active. AID 485358;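 active = activation over 3 SD above normal in the single-dose calcium agonist read, cut at about 30% in these data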; note: 0% is about no effect
#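 HEK293 Trex D2 cells, tetracycline-induced, o/n 30 C 5% CO2; no-wash Ca dye, RT 30–90 min; 10-cycle baseline, 23 nl cpd added, kinetic Ca read 180 s; agonist hits = positive Ca response.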
# RXFP1 antagonist: antagonists of human relaxin receptor RXFP1 | activity change, negative = inhibition, % at 57.5 µM | AID 1259400 | Q9HBX9 | HEK293-RXFP1, relaxin-stimulated cAMP HTRF, 30 min; hits give low values | 350,000 tested, 0.59% active;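 active = activity change of -60% or lower, but not beyond a set lower limit; inconclusive = change between -60% and -40%, or beyond the set limit; inactive = change above -40%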; note: % is set by controls: 0 for no effect and ±100 for the full control effect
# RXFP1 ag: agonists of human relaxin receptor RXFP1; Q9HBX9; HEK293T-RXFP1 cAMP TR-FRET, 30 min; response scale: percent of porcine relaxin response, buffer zero; Potency, µM (doses to about 57.5 µM), for inactives: top-dose activation, actives largely listed as activators; 370,000 tested, 0.3% active; AID 2676; active = well fitted activation curve with a large enough effect; inconclusive = small, poorly fitted or top-dose-only effect; note: potency is the fitted concentration of half-maximal effect; % is set by controls: 0 for no effect and ±100 for the full control effect; nearly all actives have a fitted effect of over 60% in size; many of its hits are not listed in these tables
#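 HEK293 cells stably expressing RXFP1, treated 30 min at 37C with compounds plus PDE4 inhibitor Ro 20174; cAMP measured by HTRF TR-FRET. Normalized to buffer and 29 nM porcine relaxin; EC50 by Hill fit.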
# D1 agonist: agonists of human D1 dopamine receptor; 360,000 tested, 1% active; AID 504660; P21728; activation, % at 2 µM; HEK293 T-REx D1 cells, calcium flux, agonist mode; in the data active = activation above about 30%; note: 0% is about no effect
#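 Agonism was scored from calcium flux recorded over 180 s (1 read/s) after pintool compound addition, following a 10-cycle baseline. Cells were inducible force-coupled HEK293 TREx D1, plated overnight at 30 C and loaded with no-wash calcium dye.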
# D1 antag: blocks dopamine activation of the human D1 receptor | P21728 | HEK293 TREx D1 cells, calcium flux, dopamine EC80; hits give low values | activity change, negative = inhibition, % at 10 µM | 360,000 tested, 3.2% active; in the data active = activity change below about -30%; note: % is set by controls: 0 for no effect and ±100 for the full control effect
#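 HEK293 T-REx cells expressing inducible, force-coupled D1 receptor; no-wash Ca dye, 30–90 min RT. Cmpd → 180 s read at 1 Hz → EC80 DA → 180 s read.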
# D2 antagonist: antagonizes the human D2 dopamine receptor; 340,000 tested, 2% active; P14416; HEK293 TREx D2 cells, calcium flux, dopamine EC80; inhibition, % at 10 µM; in the data active = inhibition above about 30%; note: 0% is about no effect
#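 HEK293 T-REx D2 cells, tet-induced, calcium dye no-wash. Cpd pintool add, 180 s kinetic, then EC80 DA, 180 s kinetic. Ca flux read.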
# TRHR enhancer: TRH receptor (human) allosteric enhancement; P34981; TRHR cells, fluo-8 calcium fluorescence, EC20 TRH enhancement; enhancement, % at 2 µM; 360,000 tested, 0.66% active; AID 493056; in the data active = enhancement above about 30%; note: 0% is about no effect
# Target sequence (P34981 whole entry, looked up): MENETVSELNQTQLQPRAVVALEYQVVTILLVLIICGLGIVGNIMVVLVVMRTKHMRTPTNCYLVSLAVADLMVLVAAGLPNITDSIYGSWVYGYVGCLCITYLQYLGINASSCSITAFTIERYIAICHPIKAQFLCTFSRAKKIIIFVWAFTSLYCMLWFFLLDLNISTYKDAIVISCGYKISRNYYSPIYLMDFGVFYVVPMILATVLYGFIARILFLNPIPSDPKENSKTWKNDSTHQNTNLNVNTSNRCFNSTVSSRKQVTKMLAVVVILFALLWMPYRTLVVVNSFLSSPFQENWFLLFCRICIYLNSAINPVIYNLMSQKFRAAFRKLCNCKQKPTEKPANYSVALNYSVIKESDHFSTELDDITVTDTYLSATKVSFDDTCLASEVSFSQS
#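 Enhancer read-out: after compound pinning and an initial kinetic agonist-mode read, an EC20 of TRH (10 nM final) was injected and fluo-8 calcium signal (Ex 480/Em 530) followed at 1 s/cycle for 100 cycles in TRHR-expressing cells.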
# * hit, by the source's call; ? = inconclusive; . = no result given. A portion of the library; the hit share may differ from the screen's.
# The line under a structure holds: D1 potentiator	D2 potentiator	D2 ag	RXFP1 antagonist	RXFP1 ag	D1 agonist	D1 antag	D2 antagonist	TRHR enhancer
c1ccc(CN2CCN(c3nc4ccccc4s3)CC2)cc1
→ 13	-9	1.9	-23	0.8%	3	3	0	-3
COc1ccc(N(CC(=O)NCCSCc2cccc(Cl)c2)S(C)(=O)=O)cc1Cl
→ -3	-1	0.7	3	0.3%	0	-13	-8	4
C/C(CC(O)(/C=N/O)c1ccccc1)=N\O (stereo not drawn)
→ -2	.	2.8	5	-1.0%	2	-14	1	9
COc1ccc(CCNC(=O)CCc2ccsc2)cc1OC
→ -4	-1	0.6	13	-2.1%	4	1	-12	-2
O=S1(=O)CC(O)C(Nc2ccccc2)C1 (stereo not drawn)
→ -4	9	0.1	-8	0.3%	0	13	-8	4
COc1ccc(C(=O)COC(=O)CCN=C2NS(=O)(=O)c3ccccc32)c(OC)c1
→ -5	0	-0.5	-10	?	-1	-13	0	12
CC1(C)CC2(CCCN3C(=O)CSC32)CCS1 (stereo not drawn)
→ -2	4	0.3	-5	0.3%	1	5	1	-1
COCCOc1cc(-n2cccc2)c(Cl)cc1Cl
→ -4	-5	.	-30	0.1%	7	3	.	-10
Cc1cc(C)nc(NS(=O)(=O)c2ccc(NC(=O)C(C)Oc3ccccc3F)cc2)n1 (stereo not drawn)
→ -8	9	-2.3	-9	1.5%	5	5	11	2
COc1cc(/C=C/c2ccc(O)cc2)cc(OC)c1
→ 0	-3	0.4	.	-0.5%	4	9	-13	20
COc1ccc(CNc2ccc(C)c(C)c2)c(OC)c1OC
→ -3	-3	-0.3	2	2.7%	2	-21	-25	3
COC(=O)C1NN=C(C(=O)c2ccccc2)C1c1ccccc1 (stereo not drawn)
→ 1	.	.	2	-0.3%	2	-13	.	0
CCNC(=S)NNC(=O)c1cccn(Cc2ccc(Cl)cc2)c1=O
→ -2	6	-0.2	7	0.7%	1	6	-2	-8
COc1cccc(CNC(=O)CCn2c(=O)c3cccn3c3ccc(F)cc32)c1OC
→ -4	-17	1.1	2	-1.2%	-2	4	.	-26
Cc1ccc(S(=O)(=O)Nc2ccc3nc(-c4cccn4C)[nH]c3c2)cc1
→ 2	1	-2.1	-28	-0.2%	3	-19	-9	8
O=C(NCCc1ccccc1)c1ccccc1F
→ -6	4	0.5	-23	-2.3%	4	-36*	8	-2
CC(C)(C)OC(=O)[C@H](Cc1ccccc1)NC(=O)c1nc[nH]c1C(=O)NC1CCNCC1
→ -4	-13	1.0	.	0.4%	3	2	-4	4
Fc1ccccc1-c1n[nH]c(=S)n1C1CC1
→ -4	13	1.1	.	?	0	10	0	7
CC(C)(C)OC(=O)N1CCC(c2c(C(=O)NCc3ccc(F)cc3)cnn2-c2ccc(F)cc2)CC1
→ 4	4	-0.6	-2	-0.1%	1	3	.	10
CCOC(=O)c1c(S(=O)(=O)NCc2ccc(OC)cc2)c(C)n(C)c1C
→ -10	-4	1.5	6	-2.5%	1	2	-5	13
Cc1cc(NC(=O)c2ccccc2-c2ccccc2C(=O)O)no1
→ 3	14	1.7	11	-1.7%	2	7	8	-1
COc1ccc(OC)c(C2C3=C(CCCC3=O)Nc3nnnn32)c1 (stereo not drawn)
→ -10	5	0.1	-3	-0.1%	2	-2	-9	-2
CSc1ccccc1NC(=O)c1cc(C)on1
→ -1	5	0.0	6	-1.9%	-1	-4	22	3
CCCS(=O)(=O)NCCc1sc2nc(-c3ccc(Cl)cc3)nn2c1C
→ -4	1	.	-2	1.3%	15	.	.	0
COC(=O)c1ccccc1NC(=O)c1sc(=S)n(C)c1N
→ -7	2	-0.5	-2	1.2%	2	-18	10	-10
C/C(=N/NC(=O)c1ccco1)c1ccc(Br)s1
→ -8	-1	0.6	-4	-1.6%	1	-31*	-6	0
O=C(Nc1ccc(S(=O)(=O)N(Cc2ccccc2)c2ccccc2)cc1)c1ccc([N+](=O)[O-])cc1
→ 2	15	2.6	-6	0.0%	0	-1	.	12
CCOC(=O)c1sc(=S)n(C)c1NC(=O)c1ccccc1Cl
→ -11	2	-0.5	5	-2.5%	1	-13	2	0
CCOC(=O)Cc1csc(NC(=O)c2ccc3ccccc3n2)n1
→ -4	3	.	-33	1.5%	0	-4	.	24
O=C(CN1C(=O)c2cccc3cccc(c23)C1=O)NCCCO
→ 3	4	0.1	8	6.7%	2	1	-13	2

# Some of the entries so far, with bars between the fields.
canonical_smiles | D1 potentiator | D2 potentiator | D2 ag | RXFP1 antagonist | RXFP1 ag | D1 agonist | D1 antag | D2 antagonist | TRHR enhancer
CC(C)(C)OC(=O)N1CCC(c2c(C(=O)NCc3ccc(F)cc3)cnn2-c2ccc(F)cc2)CC1 | 4 | 4 | -0.6 | -2 | -0.1% | 1 | 3 | . | 10
CCOC(=O)c1c(S(=O)(=O)NCc2ccc(OC)cc2)c(C)n(C)c1C | -10 | -4 | 1.5 | 6 | -2.5% | 1 | 2 | -5 | 13
Cc1cc(NC(=O)c2ccccc2-c2ccccc2C(=O)O)no1 | 3 | 14 | 1.7 | 11 | -1.7% | 2 | 7 | 8 | -1
COc1ccc(OC)c(C2C3=C(CCCC3=O)Nc3nnnn32)c1 (stereo not drawn) | -10 | 5 | 0.1 | -3 | -0.1% | 2 | -2 | -9 | -2
CSc1ccccc1NC(=O)c1cc(C)on1 | -1 | 5 | 0.0 | 6 | -1.9% | -1 | -4 | 22 | 3
CCCS(=O)(=O)NCCc1sc2nc(-c3ccc(Cl)cc3)nn2c1C | -4 | 1 | . | -2 | 1.3% | 15 | . | . | 0
COC(=O)c1ccccc1NC(=O)c1sc(=S)n(C)c1N | -7 | 2 | -0.5 | -2 | 1.2% | 2 | -18 | 10 | -10
C/C(=N/NC(=O)c1ccco1)c1ccc(Br)s1 | -8 | -1 | 0.6 | -4 | -1.6% | 1 | -31* | -6 | 0
O=C(Nc1ccc(S(=O)(=O)N(Cc2ccccc2)c2ccccc2)cc1)c1ccc([N+](=O)[O-])cc1 | 2 | 15 | 2.6 | -6 | 0.0% | 0 | -1 | . | 12
CCOC(=O)c1sc(=S)n(C)c1NC(=O)c1ccccc1Cl | -11 | 2 | -0.5 | 5 | -2.5% | 1 | -13 | 2 | 0
CCOC(=O)Cc1csc(NC(=O)c2ccc3ccccc3n2)n1 | -4 | 3 | . | -33 | 1.5% | 0 | -4 | . | 24
O=C(CN1C(=O)c2cccc3cccc(c23)C1=O)NCCCO | 3 | 4 | 0.1 | 8 | 6.7% | 2 | 1 | -13 | 2

# Next records follow.
# The line under a structure holds: D1 potentiator	D2 potentiator	D2 ag	RXFP1 antagonist	RXFP1 ag	D1 agonist	D1 antag	D2 antagonist	TRHR enhancer
CCOC(=O)COc1ccc(/C=C(\C#N)c2nc3ccc(C)cc3[nH]2)cc1OC
→ -1	2	0.7	.	6.5%	1	8	.	-1
Cn1c(CN2CCCCC2)nc2cc([N+](=O)[O-])ccc21
→ 3	-23	-0.3	-8	1.7%	0	6	-16	-4
COCCCNC(=O)Cn1c(=O)n(-c2cccc(C)c2)c(=O)c2c1c1cc(C)ccc1n2C
→ -3	14	-0.2	-3	4.7%	0	-3	.	-1
CC1=C(C(=O)OC2CCCCCC2)C(c2cccc(Cl)c2)CC(=O)N1 (stereo not drawn)
→ -1	-1	0.2	.	-0.4%	13	0	.	2
Cc1onc(-c2c(Cl)cccc2Cl)c1C(=O)NC(C)(C)CO
→ 0	7	0.3	6	-0.2%	3	-6	-13	-3
NC(=O)C1CCN(C(=O)/C=C/c2ccccc2[N+](=O)[O-])CC1
→ 2	3	0.5	7	1.1%	0	-16	18	-2
CCOC(=O)c1c(C2COc3ccccc3O2)csc1NC(=O)c1ccco1 (stereo not drawn)
→ 14	-18	-2.5	-7	4.1%	0	-2	0	6
O=C(COc1ccc(Cl)cc1)Nc1nc(-c2cccs2)cs1
→ 1	.	.	-13	0.3%	2	2	.	-5
Cc1c(C)c2ccc(OCC(=O)NCCCn3ccnc3)c(C)c2oc1=O
→ -1	-4	-2.1	6	3.8%	6	1	1	5
Cc1cc(C)cc(Nc2ccc([N+](=O)[O-])nc2[N+](=O)[O-])c1
→ -9	25	-1.1	0	3.8%	0	-5	13	-3
O=C(NCC1CCCO1)c1ccccc1-c1nc(-c2ccccc2)no1 (stereo not drawn)
→ -1	20	0.0	1	0.1%	3	2	-11	5
COc1ccc(NC(=O)c2ccco2)c(OC)c1
→ -3	1	0.1	-14	-0.1%	2	7	23	-7
OCCCNc1nnc(-c2ccccc2)c2ccccc12
→ -7	-4	-0.7	-8	0.6%	0	22	-7	-14
COc1ccc(Cn2c(C(=O)O)c(CNCCc3ccccc3Cl)c3ccc(C)cc32)cc1
→ -1	0	-0.3	-7	4.0%	2	-9	.	-2
Cc1ccc2c(c1)C(=O)OC(C(=O)Nc1ncc(Cc3ccc(Cl)cc3)s1)C2 (stereo not drawn)
→ 2	4	0.3	.	7.8%	2	-3	.	5
COCCN(CCOC)C(=O)CN1C(=O)NC2(CCCc3sccc32)C1=O (stereo not drawn)
→ 0	8	-0.8	-11	-0.5%	2	1	10	14
Cc1ccc(Cl)cc1N1CCN(C(=O)CCC(=O)Nc2ccc3nc(N4CCC(C)CC4)cc(C)c3c2)CC1
→ -1	1	8.3	3	0.6%	0	-24	.	-6
CCOc1ccccc1NC(=S)NC1CCCCC1
→ -5	3	-0.7	3	3.3%	2	-2	-16	3
O=C(CNC(=S)N(Cc1ccccc1)Cc1cccnc1)NC1CCCCC1
→ 6	7	0.3	-11	-0.3%	7	46	-13	1
CCN(C(=O)COC(=O)C1CCN(S(=O)(=O)c2c(Cl)cccc2Cl)CC1)C1CCCCC1
→ 2	1	0.3	-5	-0.7%	9	28	-15	-2
CCOc1cccc(NC(=O)Cc2cccs2)c1
→ 12	6	0.2	7	0.5%	2	1	10	-5
CCC(Sc1ncccc1C(=O)Oc1cccc([N+](=O)[O-])c1)C(=O)Nc1ccccc1OC (stereo not drawn)
→ 1	-2	-0.1	7	0.6%	4	6	2	1
Fc1cccc(Nc2ncnc3c2cnn3-c2ccccc2)c1
→ -13	-1	1.2	.	0.0%	3	-13	-12	2
Cc1cc(C(=O)CN2C(=O)NC3(CCCC3)C2=O)c(C)n1-c1ccc2c(c1)OCO2
→ -7	.	.	-7	-1.9%	0	-15	.	-3
Cc1ccc(C)c(OCCn2cc(C(=O)O)c3ccccc32)c1
→ -11	-3	-0.7	15	5.6%	4	-40*	24	-4

# Compound activity as filed in PubChem.
